Screening results from PubChem.
Pf apPOL inh: Pf-apPOL DNA polymerase inhibition; Recombinant Pf-apPOL, molecular beacon fluorescence, 1.5 h; inhibition, % at 10 µM; 210,000 tested, 0.25% active
mHTT CaM bind: inhibitors of human mutant huntingtin-calmodulin interaction | P42858 | AlphaScreen His-mHTT/GST-CaM binding, luminescence | inhibition, % at 15 µM | 190,000 tested, 3.6% active | AID 1671202;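 also: 0% = both proteins with DMSO and 100% = one protein alone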
* marks the source's active call; other numbers are inactive results; . = no result given; & = joins results of further samples. Rule as the data show it: active = inhibition above about 50%; inactive = the rest.

SMILES	Pf apPOL inh	mHTT CaM bind
CCOCCCNC(=O)CCC(=O)N1CC2CCCN2c2ccccc21 (stereo not drawn)	-4	15
O=C(c1ccc(=O)[nH]c1)N(Cc1ccco1)C1(C(=O)NC2CCCCC2)CCCCC1	6	5
COc1ccc(C)cc1NC(=O)CSc1ncc(-c2ccccc2)[nH]1	-10	37
Cc1cc(C)c(C)c(S(=O)(=O)N2CCc3nc[nH]c3C2)c1C	2	24
CC(C)(C)NC(=O)c1ccccc1N1CCC(NC(=O)c2ccccc2F)CC1	-2	-4
CC(Nc1cc(N2CCN(S(C)(=O)=O)CC2)ccc1[N+](=O)[O-])c1ccccc1 (stereo not drawn)	-6	-2
COc1cccc(C2CC(=O)C3=C(C2)Nc2ccccc2NC3c2ccc(C(F)(F)F)cc2)c1 (stereo not drawn)	-13	53*
CCN(CC)C(=O)Oc1ccc2c(c1)OC(=Cc1cc(Br)cc3c1OCOC3)C2=O	-9	11
O=C(Nc1cccc(Cl)c1)c1cc2cc([N+](=O)[O-])ccc2oc1=O	0	-3
Cc1ccc(C(=O)NCc2ccc(N3CCCC3)nc2)cc1F	7	0
CC(O)(CNC(=O)C=Cc1ccc2c(c1)OCO2)c1ccccc1 (stereo not drawn)	-5	-4
CCOc1ccc2c(c1)OC(=Cc1cc(OC)c(OC)cc1OC)C2=O	2	0
O=C(Nc1nnc(-c2cccnc2)s1)c1ccccc1[N+](=O)[O-]	-11	-5
Cc1c(C(=O)NCC2CCCO2)c(C(F)(F)F)nn1C1CCN(C)CC1 (stereo not drawn)	6	-8
CCN1CCN(S(=O)(=O)c2ccccc2[N+](=O)[O-])CC1	-2	-9
Cc1nc2c(SCC(=O)NCc3ccco3)nnc(-c3ccccc3)c2s1	40	53*
CC1CCN(S(=O)(=O)c2ccc(NC(=O)c3ccc4c(c3)OCO4)cc2)CC1	0	21
CCn1nc(C)cc1-c1nnc(SC)n1-c1ccccc1	-2	.
CCN(CCCNC(=O)C1CCCN(c2cnn(C)c(=O)c2)C1)c1ccccc1 (stereo not drawn)	1	29
Cc1ccc(NC(=O)CCN2C(=O)S/C(=C\c3ccccc3)C2=O)cc1	-1	-4
C=CCc1c(C)nc2nc(SCC(=O)Nc3ccc(C)cc3)nn2c1C	-8	13
O=C(CS(=O)(=O)Cc1ccccc1)Nc1nc2c(s1)COc1ccccc1-2	3	1
Cc1nn2c([N+](=O)[O-])c(C)[nH][n+]2c1C(=O)Nc1cccc([N+](=O)[O-])c1	-15	0
Cc1cc(N2CCC(C(=O)NC(C)c3ccccc3)C2=O)ccc1Cl (stereo not drawn)	-2	6
O=C1NC(c2cccc([N+](=O)[O-])c2)Nc2ccccc21 (stereo not drawn)	-5	.

(listing goes on)
SMILES	Pf apPOL inh	mHTT CaM bind
Cc1ccccc1NC(=O)c1ccc(F)c(S(=O)(=O)NCc2ccccc2Cl)c1	-1	-4
COc1ccc(C(=O)N2CCN(c3ccc([N+](=O)[O-])c(NCc4ccccc4)c3)CC2)cc1	6	34
OCC1CCCN(Cc2ccc3c(c2)Cc2ccccc2-3)C1 (stereo not drawn)	-2	5
COc1ccc(C(=O)Nc2nnc3ccccn23)cc1	-6	23
CN(C)C(=O)Oc1cccc([N+](C)(C)C)c1	-9	.
CCc1ccccc1NS(=O)(=O)Cc1ccccc1	0	-8
Cc1cc2c(cc1C)CSC(c1ccc(N(C)C)cc1Cl)SC2	5	.
CCCN(CCC)C(=O)c1ccccc1NC(=O)c1ccccc1Cl	-7	-3
COc1ccc(N2C(=O)NC3CC2(C)Oc2ccccc23)cc1Cl (stereo not drawn)	1	-1
O=C(NCCC1=CCCCC1)C1CCCN(S(=O)(=O)N2CCCCCC2)C1 (stereo not drawn)	-5	-7
COc1ccc(CNC(=O)c2c(F)c(F)c(F)c(F)c2F)cc1	-1	3
Cc1ccc(NC(=O)Cn2nc3c(cc2=O)CCCC3)c(C)c1	-2	4
Cn1nc(-c2nc(C3CC3)no2)c2c1CCN(C(=O)c1ccccc1C(F)(F)F)C2	-3	-1
O=C(CC1(O)C(=O)Nc2ccccc21)c1cc2ccccc2o1 (stereo not drawn)	0	-4
Cc1cccc(N2C(=O)NC3CC2(C)Oc2ccc(Cl)cc23)c1 (stereo not drawn)	7	14
O=C(O)c1ccc(OCc2occc2C(=O)O)cc1	-10	-2
O=C(NCc1ccco1)c1cn(CC2CCCO2)cc2c(=O)n(-c3ccccc3)nc1-2 (stereo not drawn)	-6	8
COc1ccccc1-c1c(C)oc2c(CN(C)C)c(O)ccc2c1=O	-1	-3
CCOc1ccc(NC(=O)C2CCCN(c3nccc4sccc34)C2)cc1 (stereo not drawn)	-5	10
Cc1ccc(C(=O)N2CCC(CCNC(=O)CC3CCCC3)CC2)cc1	-1	10
CCN(CC)CCNC(=O)c1ccc(N)cc1	0&-9	1
Cc1nn(C)c(NNC(=O)c2c(Cl)cccc2Cl)c1[N+](=O)[O-]	5&-8	.
COc1ccc(Cl)cc1Nc1nc(-c2cccnc2)cs1	-7	-2
CCOc1ncccc1C(=O)Nc1ccc(-c2ccccc2)cc1	-2	-8
O=C(Nc1ccc(N2CCN(Cc3ccc(F)cc3)CC2)nc1)c1cccc(F)c1	-3	8

Reprinted from the results shown, 15 compounds:
SMILES	Pf apPOL inh	mHTT CaM bind
COc1ccc(CNC(=O)c2c(F)c(F)c(F)c(F)c2F)cc1	-1	3
Cc1ccc(NC(=O)Cn2nc3c(cc2=O)CCCC3)c(C)c1	-2	4
Cn1nc(-c2nc(C3CC3)no2)c2c1CCN(C(=O)c1ccccc1C(F)(F)F)C2	-3	-1
O=C(CC1(O)C(=O)Nc2ccccc21)c1cc2ccccc2o1 (stereo not drawn)	0	-4
Cc1cccc(N2C(=O)NC3CC2(C)Oc2ccc(Cl)cc23)c1 (stereo not drawn)	7	14
O=C(O)c1ccc(OCc2occc2C(=O)O)cc1	-10	-2
O=C(NCc1ccco1)c1cn(CC2CCCO2)cc2c(=O)n(-c3ccccc3)nc1-2 (stereo not drawn)	-6	8
COc1ccccc1-c1c(C)oc2c(CN(C)C)c(O)ccc2c1=O	-1	-3
CCOc1ccc(NC(=O)C2CCCN(c3nccc4sccc34)C2)cc1 (stereo not drawn)	-5	10
Cc1ccc(C(=O)N2CCC(CCNC(=O)CC3CCCC3)CC2)cc1	-1	10
CCN(CC)CCNC(=O)c1ccc(N)cc1	0&-9	1
Cc1nn(C)c(NNC(=O)c2c(Cl)cccc2Cl)c1[N+](=O)[O-]	5&-8	.
COc1ccc(Cl)cc1Nc1nc(-c2cccnc2)cs1	-7	-2
CCOc1ncccc1C(=O)Nc1ccc(-c2ccccc2)cc1	-2	-8
O=C(Nc1ccc(N2CCN(Cc3ccc(F)cc3)CC2)nc1)c1cccc(F)c1	-3	8

Next section.
SMILES	Pf apPOL inh	mHTT CaM bind
CCN(CC)C(=O)c1cc2cc3ccc(OC)cc3nc2s1	-6	4
COc1ccc(NC(=O)c2ccccc2F)cc1Cl	-3	-5
CCC(=O)N(C)CC(=O)N1N=C(c2ccc(C)c(C)c2)CC1c1ccc(C)cc1 (stereo not drawn)	0	47
O=C(O)c1ccc2c(c1)C(=O)N(CCC1=CCCCC1)C2=O	2	3
Cc1ccc(C(=O)N2CCCC(C)(C(=O)NCc3cccc(F)c3)C2)cc1 (stereo not drawn)	2	0
CN1C(=O)C(C2C(=O)NC(=O)NC2=O)(C2C(=O)NC(=O)NC2=O)c2ccccc21	0	5
CN(C)c1ncncc1N1CCC(C(=O)NCc2ccco2)CC1	-4	-5
Cc1cc(C)cc(N2C(=O)CSC2c2ccc([N+](=O)[O-])cc2)c1 (stereo not drawn)	-2	6
O=C(c1ccccc1[N+](=O)[O-])N1CCN(S(=O)(=O)c2ccc(F)cc2)CC1	-13	1
Cc1ccccc1C(=O)N1CCc2c(c(-c3nc(C4CC4)no3)nn2C)C1	-7	-2
CCOC(=O)CNC(=O)N1CC(C)Oc2ccc(C)cc21 (stereo not drawn)	-4	-5
Oc1ccc2ccccc2c1N=Nc1ccccc1	.	84*
Cc1ccc(C=C2Oc3c(ccc4c3CN(CC3CCCO3)CO4)C2=O)o1 (stereo not drawn)	-1	28
Cc1n[nH]c(C)c1S(=O)(=O)NCCc1ccccc1	-2	-4
CCN1CCn2c(nc3cc(C(=O)Nc4cccc(F)c4)ccc32)C1=O	2	-6
O=C1NN(c2ccc(Cl)c(Cl)c2)C(=O)/C1=C/c1ccccc1	-3	96*
CCN(C(=O)C1CCN(c2cc(=O)n(C)c(=O)n2C)CC1)c1cccc(Cl)c1	-4	30
O=S(=O)(NCCSC1CCCCC1)c1ccc2c(c1)OCCO2	3	-4
CCCN1C(=O)C2CCC(=O)N2c2ccc(C(=O)NCc3ccccc3OC)cc21 (stereo not drawn)	-9	11
O=C(/C=C1\Sc2ccccc2N(Cc2ccccc2F)C1=O)NCc1ccc2c(c1)OCO2	9	7
CSc1ccc(N2CC(c3nnc(NC(=O)c4ccccc4Cl)o3)CC2=O)cc1 (stereo not drawn)	-1	34
CCOC(=O)N1CCN(CC(O)COCc2ccc(Cl)cc2)CC1 (stereo not drawn)	-4&-5	8&-3
CCN(Cc1ccccc1)Cc1ccc(OC)c(OC)c1	-3	-9
CSC(=NC(C)c1ccccc1)Nc1ccc(Oc2ccc(Cl)cc2)cc1 (stereo not drawn)	-13	.
CS(=O)(=O)N1CCCCC1c1nncn1Cc1ccccc1 (stereo not drawn)	1	-4

Later entries.
SMILES	Pf apPOL inh	mHTT CaM bind
Cc1ccc(C(=O)NCCC2=CCCCC2)cc1	-16&-5	-13&-14
CSc1ccc(S(=O)(=O)N(CC(=O)O)c2ccc(C)cc2)cc1	-5	4
O=C(c1ccco1)N1CCN(Cc2ccccc2)CC1	-2	.
COC(=O)C1CCc2ccccc2N1 (stereo not drawn)	46	.
CC(C)(C)C(=O)N1CCCCC1c1nc(-c2ccc(F)cc2)no1 (stereo not drawn)	0	19
O=C(c1ccc(Br)o1)N1CCN(c2ccc(F)cc2)CC1	-6	8
O=C(NC1CC1)c1ccccc1OCC1CCN(C(=O)C2CCCCC2)CC1	37	3
COc1cc(N=C(N)N=C(N)N)cc(OC)c1OC	-6	.
Cc1cccc2nnc(N3CCN(C(=O)c4ccc(Cl)s4)CC3)n12	2	2
CC(=NC(C)(C)C)C1=C(O)CC(C)(C)CC1=O	-11	-11
CCOC(=O)c1cc(Sc2n[nH]c(-c3ccccc3)n2)cc(C(=O)OCC)n1	4	.
O=C(NCCC1=CCCCC1)c1csc(Nc2ncccn2)n1	-6	-11
O=C(Nc1ccc(S(=O)(=O)Nc2cccc([N+](=O)[O-])c2)cc1)c1ccccc1Cl	2	10
O=C(c1ccc(F)c(F)c1)N1CCN(c2cc(-c3ccccc3)[nH]n2)CC1	-2	8
Nc1cc(C2CCN(C(=O)Cc3cccc(F)c3)CC2)no1	1	3
CC(=O)Nc1cc([N+](=O)[O-])ccc1Sc1ccccc1N	-2	.
c1ccc(OCCC2CCNCC2)cc1	-4	-2
O=c1oc2cc(OCc3ccc(F)cc3)ccc2c2c1CCC2	-5&4	0&-9
COc1cc(NC(=O)CCN2C(=O)c3cccc([N+](=O)[O-])c3C2=O)c(OC)cc1Cl	4&-7	40&5
Cn1nc(COc2ccncc2)c2c1CCN(Cc1ccsc1)C2	2	0
CCOc1ccc(NC(=O)CN2CCc3ccccc3C2C(=O)N2CCC(C)CC2)cc1 (stereo not drawn)	-3	13
Cc1ccc(C)c(NC(=O)N2CCCC2c2c(C)noc2C)c1 (stereo not drawn)	-6	4
O=C(Nc1cccc([N+](=O)[O-])c1)c1ccccc1I	4	1
Cc1ccc(OCCOCCN2CCN(C)CC2)cc1C	-3	-5
O=C(c1cccs1)N1CCN(c2cc(N3CCCCCC3)c(F)cc2[N+](=O)[O-])CC1	-11	60*

Next entries follow.
SMILES	Pf apPOL inh	mHTT CaM bind
CCc1cc(=O)[nH]c(-c2ccncc2)n1	-4	3
CC1CCN(S(=O)(=O)c2cc(C(=O)Nc3ccccc3)c(Cl)cc2Cl)CC1	5	-4
C=CS(=O)(=O)N(Cc1nnn(Cc2ccccc2)c1Br)[C@@H](CC(C)C)C(=O)OC	2	0
CCOC(=O)c1[nH]c2cc(Cl)cc(Cl)c2c1CCC(=O)O	10	.
O=C(c1ccncc1)N1N=C(c2cccc(Br)c2)CC1(O)C(F)(F)F (stereo not drawn)	-2	10
CCOc1ccc(C=Nc2ccc(Cl)c([N+](=O)[O-])c2)cc1	-3	27
CCn1c(=O)c(N2CCC(NC(=O)NC(C)C)CC2)nc2ccccc21	-5	-4
CN(CC#CC(C)(C)O)Cc1ccccc1	-3	-4
O=c1[nH]ccn(-c2cccc(C(F)(F)F)c2)c1=O	3	.
COc1ccccc1-c1noc(C2CCCN2C(=O)Nc2ccccc2C(F)(F)F)n1 (stereo not drawn)	1	4
NN1CC(=O)N(c2cccc(C(F)(F)F)c2)CC1=O	4	.
CC1=NN(c2nnc(C)c(=O)[nH]2)C(=O)/C1=C/c1ccc(N(C)C)cc1	2	16
CC(C)(C)c1[nH]nc2c1C(c1cccc(F)c1)C(C#N)=C(N)O2 (stereo not drawn)	6	14
CN1CCN(Cc2c(O)ccc3c2OC(=Cc2cc4cc(Br)ccc4o2)C3=O)CC1	-1	62*
O=C(CN1CCOCC1)N1N=C(c2ccccc2)CC1c1ccc(Cl)cc1 (stereo not drawn)	-3	39
Cc1oc(C(C)(C)C)cc1C(=O)N1CCCC1C(=O)O (stereo not drawn)	-10	2
Cc1ccc(N2C=C(C#N)S(=O)(=O)c3c(F)cccc32)cc1	-1	0
S=c1[nH]nc(-c2ccc(Cl)cc2Cl)o1	.	-1
CCCOc1ccc(N2CCN(C(=O)c3ccc(C(F)(F)F)cc3)CC2)nn1	-20	-7
Cc1cccc(C)c1NC(=O)C1(NC(=O)Cn2nnnc2N)CCCCC1	-11	2
CCN(CC)c1ccc2cc(C(=O)NC(C)=O)c(=Nc3ccc(OC)cc3)oc2c1	-2	2
CC(C(=O)NC1CCCCC1)n1ncccc1=O (stereo not drawn)	-10	-10
